GlmU inhibition: inhibition of mycobacterial GlmU enzyme – biochemical, glucosamine-1-phosphate acetyltransferase (AID 1376) | M. tuberculosis GlmU acetyltransferase enzyme assay; higher % means a stronger effect | inhibition, %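 (tested at 30 µM in the primary screen)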, or IC50 in µM where a hit was titrated | actives 0.25% (n = 220,000); in the data active means inhibition above about 13%;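 further: 0% = complete reaction with vehicle and 100% = reaction without substrate; strong numbers were not always called active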
RmlCD inh 1536: inhibitors of Mycobacterium tuberculosis RmlC and RmlD coupled enzymes. AID 1533. actives 0.03% (n = 160,000). P9WH09+P9WH11. inhibition, % at 3.6 µM. RmlC+RmlD coupled enzyme assay, percent inhibition; primary screen in compound mixtures; in the data active means inhibition mostly above about 34%, no sharp cut-off; further: some results filed as inactive read as strong as hits
Target sequence (P9WH09 whole entry, looked up): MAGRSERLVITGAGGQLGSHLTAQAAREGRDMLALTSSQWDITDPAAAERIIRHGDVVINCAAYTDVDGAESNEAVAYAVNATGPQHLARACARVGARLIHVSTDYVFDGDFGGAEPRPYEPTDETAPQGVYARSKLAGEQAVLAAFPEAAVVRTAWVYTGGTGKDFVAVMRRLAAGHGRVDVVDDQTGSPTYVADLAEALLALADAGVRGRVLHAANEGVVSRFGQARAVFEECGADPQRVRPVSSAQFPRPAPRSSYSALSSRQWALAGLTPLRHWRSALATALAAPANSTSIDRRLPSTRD
Target sequence (P9WH11 whole entry, looked up): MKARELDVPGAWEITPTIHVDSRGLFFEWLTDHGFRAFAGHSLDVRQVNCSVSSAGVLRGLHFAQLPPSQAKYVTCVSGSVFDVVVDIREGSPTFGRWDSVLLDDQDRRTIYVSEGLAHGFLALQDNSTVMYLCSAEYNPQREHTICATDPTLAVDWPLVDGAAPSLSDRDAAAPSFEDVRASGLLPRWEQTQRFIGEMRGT
The depositor's hits bear a star; nt = no result given; & = joins results of further samples.

canonical_smiles | GlmU inhibition | RmlCD inh 1536
S=c1nc(C2CCCCC2)n(-c2ccccc2)[nH]1 | 4.8% | -8
O=C(/C=C/c1ccco1)NCC(=O)N/N=C/c1ccccc1[N+](=O)[O-] | -2.1% | -7
Cc1ccc(CN2CCN(/N=C/c3cccn3C)CC2)c(C)c1 | -0.2% | 17
CCCn1c(N)c(C(c2ccc(C(=O)OC)cc2)N2CCN(c3ccccc3)CC2)c(=O)[nH]c1=O (stereo not given) | 3.8% | nt
COC(=O)c1ccc(/C=N\n2c(C)nnc2C)cc1 | -2.1% | 7
CCCn1nnc(NC(=O)c2ccc(-c3cccc(Cl)c3)o2)n1 | 4.5% | nt
c1ccc(Nc2nc(-c3ccncc3)nc3ccccc23)cc1 | -1.7% | 9
COc1ccc(-c2nc3ccccc3nc2-c2ccccc2)cc1 | -1.3% | 27
O=C(NCC1CCCO1)c1ccc(S(=O)(=O)N2CCC(c3nc4ccc(Cl)cc4[nH]3)CC2)cc1 (stereo not given) | 2.5% | nt
COc1ccc(C(=O)C[n+]2ccc(N(C)C)cc2)cc1 | 8.5% | 5
COc1cc(NC(=O)CSc2nc(C)cc(C)n2)cc(OC)c1OC | -3.9% | -4
CN(Cc1ccc(-n2cccn2)cc1)Cc1cn(C)nc1-c1ccccc1F | -0.1% | -9
COC(=O)c1sc2nc3c(cc2c1N)COC(C)(C)C3 | 3.4% | -3
CCS(=O)(=O)N1CCC(C(=O)NCCN2CCOCC2)CC1 | 1.5% | 7
O=C1C2CC=CCC2C(=O)N1c1ccc(NCCc2ccccc2)c([N+](=O)[O-])c1 (stereo not given) | -4.3% | nt
O=c1c(-c2ccc(Cl)cc2)cnc2n1CCS2 | 0.0% | -3
CCOc1ccc(C(=O)NCCCN2CCCC2=O)cc1 | 2.6% | 12
CCOC(=O)c1c(CN2CCN(C)CC2)oc2ccc(O)cc12 | 0.3% | 12
COc1ccccc1NC(=O)NCCN1C(=O)C2C3C=CC(C3)C2C1=O (stereo not given) | -2.8% | nt
Brc1ccccc1OCCNCc1ccccc1 | 7.5% | -3
Cc1ccc(C2=NC(C)(C)N=C2SCC(=O)Nc2ccc(Cl)cc2)cc1 | -4.5% | -14
CC(C)(C)C(=O)N1N=C(c2ccc(NS(C)(=O)=O)cc2)CC1c1cccs1 (stereo not given) | 0.1% | 11
Cc1ccc(NC(=O)CN2C(=O)N/C(=C/c3ccc(C)o3)C2=O)cc1 | 0.6% | 1
CCn1ncc(/C=N\NC(=O)Cc2ccc([N+](=O)[O-])cc2)c1C | 7.8% | nt
COC(CN(C(=O)CCl)C(C(=O)NC1CCCCC1)c1ccc(C)cc1)OC (stereo not given) | 3.1% | nt
CCCCn1c(-c2ccccc2)cnc1SCC(=O)NCCc1ccc(OC)c(OC)c1 | 2.9% | 8
Cc1sc(/N=C/c2ccccc2O)c(C#N)c1C | nt | 3
CCN1C(=C(C#N)C#N)C=Cc2ccccc21 | 3.8% | -4
CCc1nc(N(CC)CC)c2oc3ccccc3c2n1 | 0.4% | -9
Cc1cccc(C)c1Nc1nnc(SCC(=O)NC2CCS(=O)(=O)C2)s1 (stereo not given) | 3.9% | -11
Cc1ccsc1C1C2=C(CC(C)(C)CC2=O)Nc2ncnn21 (stereo not given) | -2.1% | 5
COC(=O)[C@@]1(C)CC[C@]2(C)CC[C@@]3(C)C(=CC(=O)C4[C@@]5(C)CC[C@H](O)C(C)(C)[C@@H]5CC[C@]43C)[C@H]2C1 (stereo not given in full) | 2.5% | nt
Cc1ccc(S(=O)(=O)NN2C(=O)c3ccccc3NC2c2ccccc2)cc1 (stereo not given) | 0.6% | 2
CCc1ccccc1NC(=S)N(CCOC)C(C)c1ccco1 (stereo not given) | -3.2% | 4
O=C(NCc1ccco1)C1CCC(N2C(=O)C3C4CCC(C4)C3C2=O)CC1 (stereo not given) | 3.2% | -5
O=C(CCS(=O)(=O)c1ccc(Br)s1)NC1CCCC1 | -5.2% | 10
NC(=O)CC(NC(=O)c1ccccc1)c1ccc(NCc2ccccc2)c([N+](=O)[O-])c1 (stereo not given) | 5.8% | 0
Cc1ccc(-c2nnc(N3CC(C)OC(C)C3)c3ccccc23)cc1 (stereo not given) | 8.1% | 3
CCC1(C)Cc2c(sc(NC(=S)NC(=O)c3ccccc3)c2C#N)CO1 (stereo not given) | 8.2% | -6
Cc1cc(NC(=O)c2ccc3c(c2)OCO3)no1 | -2.2% | -2
CC12CC(NC(=O)N1c1cccc(C(=O)N3CCN(c4ccccc4F)CC3)c1)c1ccccc1O2 (stereo not given) | 1.6% | nt
COc1cc2oc3cc(C#Cc4ccc(N)cc4)ccc3c(=O)c2cc1OC | 5.6% | nt
CC1(C)CC2c3cccc(C(=O)O)c3C(=O)N2c2c1ccc1ccccc21 (stereo not given) | 2.4% | nt
COc1cccc(-c2nc(COc3ccc(Cl)cc3Cl)no2)c1 | -9.4% | -6
COc1ccc(Nc2nc(N)nc(CSc3nccn3C)n2)cc1 | 0.3% | -5
CCOC(=O)c1ccc(NC(=S)NN)cc1 | 3.2% | 7
CCCc1nnc(NC(=O)CCN2C(=O)c3ccccc3C2=O)s1 | 2.4% | 5
Cn1nnnc1SCCNCc1ccc(Cl)cc1 | 0.2% | nt
Cc1cc(/C=N/NC(=O)c2ccsc2)c(C)n1-c1cnccn1 | 7.4% | -11
Cc1cc(C)c(/C=N/NC(=O)c2nnn(-c3nonc3N)c2COc2ccc(F)cc2)c(C)c1 | -0.2% | nt
COc1ccccc1NC(=S)N1CCC(C(=O)c2ccc(F)cc2)CC1 | -0.8% | -1
N#CC1=C(N)C2=CCCC[C@H]2[C@H](c2cccc(F)c2)C1(C#N)C#N | -6.3% | nt
CN1C(=O)CC(N2CCN(CC(=O)N3CCCC3)CC2)C1=O (stereo not given) | -1.1% | 5
O=C(NCc1cccnc1)c1cc2nc(-c3ccc4c(c3)OCO4)cc(C(F)(F)F)n2n1 | 2.3% | 4
CCCc1nc2c(C)cc(C)cc2c(N)c1CC | 2.8% | 9
C=C(C)C1CC=C(C)/C(=N/Nc2ccccc2[N+](=O)[O-])C1 (stereo not given) | 1.4% | nt
CCOC(=O)C1CCN(Cc2ccc(O)c3ncccc23)CC1 | 1.2% | 1
COc1ccc(CCN(C(=O)C(F)(F)F)C(C(=O)NC2CCCCC2)c2ccc(C)s2)cc1OC (stereo not given) | -2.0% | 15
Cn1c(SCc2ccc(Cl)cc2Cl)nc(C(F)(F)F)cc1=O | nt | -5
CC1=NN(C(=O)COc2ccccc2)C(O)(c2ccccc2)C1 (stereo not given) | 2.0% | -10

Molecules listed so far that have two or more sulfur atoms, in the order listed:
canonical_smiles | GlmU inhibition | RmlCD inh 1536
CC(C)(C)C(=O)N1N=C(c2ccc(NS(C)(=O)=O)cc2)CC1c1cccs1 (stereo not given) | 0.1% | 11
Cc1cccc(C)c1Nc1nnc(SCC(=O)NC2CCS(=O)(=O)C2)s1 (stereo not given) | 3.9% | -11
O=C(CCS(=O)(=O)c1ccc(Br)s1)NC1CCCC1 | -5.2% | 10
CCC1(C)Cc2c(sc(NC(=S)NC(=O)c3ccccc3)c2C#N)CO1 (stereo not given) | 8.2% | -6

Continuation:
canonical_smiles | GlmU inhibition | RmlCD inh 1536
Cc1ccc(NS(=O)(=O)c2cc(OCC(N)=O)c(C)cc2Cl)cc1C | 0.1% | nt
CCOc1ccccc1NC(=O)C(Sc1nnc2ccccn12)c1ccccc1 (stereo not given) | 3.6% | 6
Brc1cccc(-c2cnc3n2CCCCC3)c1 | 1.8% | nt
CC(=O)c1ccc(N2CCN(C(=S)Nc3cccc(F)c3)CC2)cc1 | 2.9% | 4
CC1CCCCN1C(=O)/C=C/c1ccccc1[N+](=O)[O-] (stereo not given) | -5.5% | 3
Cc1sc(NC(=O)C2C3C=CC(C3)C2C(=O)O)c(C(N)=O)c1-c1ccc(C(C)C)cc1 (stereo not given) | 4.0% | -3
C/C(CS(=O)(=O)c1ccc(Cl)cc1)=N/NC(N)=S | -3.0% | -10
Cc1cc(C)cc(NCCC#N)c1 | 4.0%&-4.9% | 5&-1
CSc1nnc(-c2cccs2)n1-c1ccccc1 | -6.3% | 0
Cc1c(N=Nc2c(O)n(Cc3ccccc3)c(=O)[nH]c2=O)c(=O)n(-c2ccccc2)n1C | 4.1% | 4
O=C1C2C3C=CC(C3)C2C(=O)N1/N=C/c1cn(Cc2ccc(F)cc2)c2ccccc12 (stereo not given) | -1.1% | nt
Cc1cc(C)c(NC(=O)CSc2nnc(SCC(=O)Nc3c(C)cc(C)cc3C)n2N)c(C)c1 | 0.8% | -3
CC(C)(C)c1ccc(C(=O)NC(=S)NNC(=O)c2cccs2)cc1 | 1.6% | -7
CCN(CC)C(=O)COn1c(SCC(=O)N(CC)CC)nc2ccccc2c1=O | 1.2% | -2
CCOc1ccc(C)cc1S(=O)(=O)n1ccc(C)n1 | -1.1% | -1
CC(=O)N(Cc1ccccc1C)c1cccc(C)c1C | 0.8% | nt
CCNC(=S)NCc1ccc2c(c1)OCO2 | -1.1% | -14
COc1cc(C)c(S(=O)(=O)n2ccc(C)n2)cc1C | 3.3% | -11
O=C(O)CSCC(=O)N1CCCCC1 | 2.5% | 12
Cn1ncc2c(Nc3cccc4ccccc34)ncnc21 | 0.3% | 6
COc1ccc(OC)c(NC(=O)C23CCC(C)(C(=O)O2)C3(C)C)c1 (stereo not given) | 1.6% | 3
Cc1ccc(NC(=S)N(Cc2ccco2)C2CCN(C(C)C)CC2)cc1 | 0.4% | nt
NC(=O)c1ccccc1NS(=O)(=O)c1ccc2c(c1)OCCO2 | 6.1% | nt
CCOc1ccc(-n2c(CCc3ccccc3)n[nH]c2=S)cc1 | -4.3% | 2

Part of the list above, as labelled records:
> CCN(CC)C(=O)COn1c(SCC(=O)N(CC)CC)nc2ccccc2c1=O
  GlmU inhibition = 1.2%; RmlCD inh 1536 = -2

> CCOc1ccc(C)cc1S(=O)(=O)n1ccc(C)n1
  GlmU inhibition = -1.1%; RmlCD inh 1536 = -1

(list continues)
canonical_smiles | GlmU inhibition | RmlCD inh 1536
Cc1cccc(-n2c(O)c(C=Nc3ccc(O)cc3)c3ccccc3c2=O)n1 | 3.6% | nt
Cc1cc(C)nc(NC(=O)C2c3ccccc3Oc3ccccc32)n1 | -2.5% | 6
COc1ccc(N=c2scc(C)n2CCCN2CCCC2=O)cc1 | -3.1% | 3
Cc1ccccc1N1C(=O)CC(=O)N(c2ccccc2C)C1=O | 0.9% | 1
CC(NS(=O)(=O)c1ccccc1)C(N)=O (stereo not given) | -6.0% | 9
O=C(NC(=S)N1CCN(c2nc(-c3ccccc3)cs2)CC1)c1cccnc1 | 3.9% | 4
CC1(C)Cc2c(C#N)c(NCC3CCCO3)nc(-c3ccco3)c2CO1 (stereo not given) | 3.1% | -3
COc1ccc(C(=O)NCC(=O)OCC(=O)N2CC(C)CC(C)C2)cc1 (stereo not given) | -2.1% | nt
CCOc1cc(NC(=S)NCC2CCCO2)c(OCC)cc1NC(=O)c1cccc(C)c1 (stereo not given) | -1.7% | nt
Cc1ccc(OC/C(=N\O)C(C)(C)C)c([N+](=O)[O-])c1 | 1.1% | -18
O=[N+]([O-])c1ccc(N2CCN(C(=S)NCc3ccc(Cl)cc3)CC2)cc1 | -2.6% | nt
O=C(O)CC(=O)Nc1cc(Cl)ccc1O | 3.2% | 5

Molecules listed so far that contain a CF3 group:
canonical_smiles | GlmU inhibition | RmlCD inh 1536
O=C(NCc1cccnc1)c1cc2nc(-c3ccc4c(c3)OCO4)cc(C(F)(F)F)n2n1 | 2.3% | 4
COc1ccc(CCN(C(=O)C(F)(F)F)C(C(=O)NC2CCCCC2)c2ccc(C)s2)cc1OC (stereo not given) | -2.0% | 15
Cn1c(SCc2ccc(Cl)cc2Cl)nc(C(F)(F)F)cc1=O | nt | -5

Next structures
canonical_smiles | GlmU inhibition | RmlCD inh 1536
COc1nc(NC(C)C)nc(N(C#N)CN2C(=O)c3ccccc3S2(=O)=O)n1 | -0.7% | 10
COc1ccc(C2=NN(c3ccccc3)C(c3cccs3)C2)cc1 (stereo not given) | -2.6% | 6
O=C(CN1C(=O)c2ccccc2S1(=O)=O)NCc1ccccn1 | 4.0% | nt
COc1cccc(C(=O)NC(=S)Nc2cccnc2)c1 | 8.0% | 7
C(=N\n1cnnc1)/c1cccc(OCCOc2ccccc2)c1 | 4.2% | 4
O=c1[nH]c(=S)n(C2CC2)c(O)c1C=NCCN1CCOCC1 | 3.3% | -6
Cc1c(C#N)c2ncn(Cc3ccccn3)c(=O)c2n1-c1ccccc1 | -3.7% | nt
COc1ccccc1-n1nc(C)cc1N | 1.7% | -4
COc1ccc(CNC(=O)c2ccccc2[N+](=O)[O-])cc1 | 1.7% | 5
COc1cccc(S(=O)(=O)NCc2ccc(C(=O)Nc3ccc(C)cc3)cc2)c1 | -2.5% | nt
C=CCOc1c(Br)cc(/C=N/n2c(CC)n[nH]c2=S)cc1Br | 4.8% | 1
CCOC(=O)c1c(NC(=O)Cc2cccs2)sc(C(=O)NC2CCCC2)c1C | -2.2% | 1
COc1ccc(N(CCC#N)C(=O)/C(C#N)=C\c2cccs2)cc1 | -4.6% | 14
CCOC(=O)C1=C(CSc2nc3ccccc3s2)NC(=O)NC1c1cc(C)ccc1C (stereo not given) | 4.9% | nt
Cc1nn(-c2ccccc2)c2sc(C(=O)NC3CCCCC3)cc12 | 2.2% | 2
CCOc1ccccc1OCCN1CCC(Cc2ccccc2)CC1 | -0.2% | -19
CCNC(=S)/C(=C(/[O-])c1ccc([N+](=O)[O-])cc1)[n+]1ccccc1 | nt | -2

Compound activity deposited in PubChem BioAssay by several laboratories.

This is a subset; rates above refer to the full screens.
